Source: PubChem BioAssay (National Center for Advancing Translational Sciences (NCATS))
Pol beta inh – inhibitors of human DNA polymerase beta. Pol beta primer extension/strand displacement, fluorescence kinetic. P06746. 340,000 compounds, 1.3% hits. Potency, µM (top dose mostly 114 µM), inactives show at the highest dose activity change, negative = inhibition, usual class: inhibitors. AID 485314; further: potency means the concentration at half of the fitted maximal effect; on the % scale 0 is the no-effect control and ±100 the full control effect
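Values derive from four-parameter Hill fits of normalized kinetic data: reads at 0 and 10 min following addition of 50 nM substrate to 10 nM Pol beta preincubated 15 min with compound.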
Apoferritin bind – binds horse apoferritin like a general anesthetic; P02791; apoferritin/1-aminoanthracene competitive binding, fluorescence; Potency, µM (series often up to 77.5 µM), without a hit: top-dose activity change, negative = displacement, hits mostly inhibitors; 350,000 compounds, 0.074% hits; further: potency means the concentration at half of the fitted maximal effect; on the % scale 0 is the no-effect control and ±100 the full control effect; nearly all actives have a fitted effect of over 20% in size
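Apoferritin-based anesthetic binding model; compound displacement of fluorescent 1-AMA measured as endpoint fluorescence after 10 minutes at room temperature, scaled to free-ligand and complex controls.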
GRP78 ERSR act – induces the endoplasmic reticulum stress response in human glioma cells. U87-MG GRP78 promoter luciferase reporter, 16 h. Potency, µM, without a hit: at the top dose activation, usual class: activators. 420,000 compounds, 0.02% hits. AID 602332; further: potency means the concentration at half of the fitted maximal effect; series mostly up to about 76 µM; % of control where 0% means no effect; nearly all actives have a fitted effect of over 35% in size
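Stably transfected U87-MG glioma cells carrying a GRP78-based luciferase sensor; 16 h compound incubation. Luminescence end-point read 10 min after Bright-Glo addition at room temperature.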
POLH inh – inhibitors of human DNA polymerase eta; Q9Y253; recombinant Pol eta, fluorescent DNA replication assay; Potency, µM (top dose mostly 114 µM), inactives show at the top dose activity change, negative = inhibition, actives largely listed as inhibitors; 390,000 compounds, 1.2% hits; further: potency means the concentration at half of the fitted maximal effect; on the % scale 0 is the no-effect control and ±100 the full control effect
Target sequence (Q9Y253 whole entry, looked up): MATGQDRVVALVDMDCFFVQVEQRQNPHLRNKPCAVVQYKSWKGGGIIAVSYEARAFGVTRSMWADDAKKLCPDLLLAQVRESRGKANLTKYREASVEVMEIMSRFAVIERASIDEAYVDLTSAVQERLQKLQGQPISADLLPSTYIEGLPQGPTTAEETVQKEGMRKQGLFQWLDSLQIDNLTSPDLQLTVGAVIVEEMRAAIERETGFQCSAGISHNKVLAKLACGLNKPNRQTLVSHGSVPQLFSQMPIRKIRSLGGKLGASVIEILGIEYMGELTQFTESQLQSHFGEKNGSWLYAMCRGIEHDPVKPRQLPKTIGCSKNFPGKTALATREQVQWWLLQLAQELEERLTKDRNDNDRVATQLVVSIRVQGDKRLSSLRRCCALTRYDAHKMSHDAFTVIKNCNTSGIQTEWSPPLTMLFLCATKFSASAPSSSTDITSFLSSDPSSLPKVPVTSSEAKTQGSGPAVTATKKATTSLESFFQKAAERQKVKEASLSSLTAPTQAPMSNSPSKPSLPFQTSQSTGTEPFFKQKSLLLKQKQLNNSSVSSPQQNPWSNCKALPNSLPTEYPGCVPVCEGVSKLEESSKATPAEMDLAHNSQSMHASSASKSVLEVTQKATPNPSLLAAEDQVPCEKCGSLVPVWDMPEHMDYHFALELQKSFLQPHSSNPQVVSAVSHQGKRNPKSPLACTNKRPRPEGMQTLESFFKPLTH
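Pol eta at 10 nM preincubated with compounds 15 min at room temperature; reaction started with fluorescent substrate (50 nM final) and read kinetically at 0 and 10 min.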
Pol kappa inh – inhibitors of human DNA polymerase kappa; purified Pol kappa, fluorescent DNA synthesis assay, 10 min; Potency, µM (top dose mostly 107 µM), inactives show at the top dose activity, negative = inhibition, most hits filed as inhibitors; 400,000 compounds, 0.53% hits; further: potency means the concentration at half of the fitted maximal effect; on the % scale 0 is the no-effect control and ±100 the full control effect
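10 nM Pol kappa was preincubated with compounds for 15 min at room temperature. Reaction started with 50 nM (final) substrate. Fluorescence read kinetically at 0 and 10 min.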
LDHA block – inhibitors of human lactate dehydrogenase A; P00338; purified LDHA, NADH/diaphorase-resazurin fluorescence; active compounds read low; 480,000 compounds, 0.15% hits; activity change, % (values are at about 110 or 230 µM); AID 1347041; in the data active means activity change below about -30%; inconclusive means mostly about -25% to -30%;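 further: plate controls were DMSO wells for no effect and wells without enzyme for full effect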
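Human LDH5 at 2 nM final in Tris HCl pH 7.4 with 0.06 mM NADH and 0.2 mM pyruvate, reacted 5 minutes at room temperature. Remaining NADH coupled via diaphorase/resazurin; resorufin fluorescence read at 0 and 20 minutes, normalized to enzyme-free and DMSO wells.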
Pol iota inh – DNA polymerase iota (human) inhibition. Q9UNA4. Pol iota fluorescent replication assay, 10 min. Potency, µM (highest dose often 115 µM), without a hit: top-dose activity, negative = inhibition, hits mostly inhibitors. 390,000 compounds, 1% hits. AID 588590; further: potency means the concentration at half of the fitted maximal effect
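Fluorescent replication assay read twice, at 0 min and 10 min after adding 50 nM (final) substrate. Enzyme (10 nM) and compounds were first incubated 15 min at room temperature; enzyme-free buffer wells were negative controls.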
BLM inh – inhibitors of human Bloom syndrome helicase BLM; recombinant BLM DNA unwinding, fluorescence dequenching; 350,000 compounds, 0.2% hits; Potency, µM (top dose mostly 56.1 µM), without a hit: at the highest dose activity change, negative = inhibition, usual class: inhibitors; AID 2528;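 further: potency means the concentration at half of the fitted maximal effect; plate controls were vehicle for no effect and no enzyme for full effect; nearly all actives have a fitted effect of over 35% in size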
APEX1 inh – APE1 (human) endonuclease inhibition | Potency, µM (doses to about 65.8 µM), without a hit: at the top dose activity change, negative = inhibition, actives largely listed as inhibitors | AID 2517 | recombinant APE1, TAMRA/BHQ-2 abasic DNA cleavage fluorescence | P27695 | 350,000 compounds, 0.35% hits;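 further: potency means the concentration at half of the fitted maximal effect; plate controls were vehicle for no effect and reference inhibitor for full effect; nearly all actives have a fitted effect of over 55% in size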
Target sequence (P27695 whole entry, looked up): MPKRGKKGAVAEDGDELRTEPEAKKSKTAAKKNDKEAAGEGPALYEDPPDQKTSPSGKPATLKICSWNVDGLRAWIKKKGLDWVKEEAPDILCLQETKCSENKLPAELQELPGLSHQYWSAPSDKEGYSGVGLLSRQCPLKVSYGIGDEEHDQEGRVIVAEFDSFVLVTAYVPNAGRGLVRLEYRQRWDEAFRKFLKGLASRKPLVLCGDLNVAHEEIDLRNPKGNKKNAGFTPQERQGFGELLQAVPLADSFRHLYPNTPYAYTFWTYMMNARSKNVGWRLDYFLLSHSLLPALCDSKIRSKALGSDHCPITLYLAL
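0.75 nM APE1 + cpd, 15 min RT; start w/ 50 nM TAMRA/BHQ-2 THF-abasic dsDNA; kinetic fluor 525/598 nm ×3 reads @60 s; Δ(read3−read1); normalized to DMSO and NSC13755 control wells.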
Starred values were filed as active, the others as inactive; u = inconclusive; x = no result given; & = joins results of further samples; [ ] = another dose, or the depositor's remark. Unless noted, the call rests on the fitted dose curve; in most records, active means well fitted curve in the direction sought with a large enough effect; inconclusive means small, poorly fitted or top-dose-only effect, or another doubt; inactive means no such curve, though single readings can be large; an effect the other way counts as inactive or inconclusive. These rows are one share of the data (hit frequency here may not be typical).

canonical_smiles	Pol beta inh	Apoferritin bind	GRP78 ERSR act	POLH inh	Pol kappa inh	LDHA block	Pol iota inh	BLM inh	APEX1 inh
O=C(C[n+]1cc(Br)cc2ccccc21)c1ccc(F)cc1	0%	-17%	-2%&-1%	-16%	-23%&5%	1	-26%&-4%	0%	28%
CCNC(=S)N1CCc2cc(OC)c(OC)cc2C1COc1ccccc1OC (stereo unspecified)	0%	-4%	2%	-22%	-5%	-4	84%[activator]	-14%	-2%
CSc1nnc([C@H](Cc2c[nH]c3ccccc23)NC(=O)OC(C)(C)C)o1	2%	1%	6%	-19%	-4%	3	107%[activator]	-3%	1%
CN(CC(=O)Nc1ccc(F)c(F)c1F)C(=O)C1CC(=O)N(c2ccc3c(c2)OCCO3)C1 (stereo unspecified)	x	x	-2%	-16%	-7%	-5	17%	x	-12%
O=c1c2ccccc2ncn1Cc1ccc(Cl)c(Cl)c1	12%	u	-2%	-18%	1%	-4	37%[activator]	-5%	5%
COc1cccc(NC(=O)C2CCCN(S(C)(=O)=O)C2)c1 (stereo unspecified)	39%	-5%	-1%	-14%	2%	-3	-7%	2%	14%
CCCCN(C(=O)Cn1nnc2ccccc21)C(C(=O)NCCOC)c1cccs1 (stereo unspecified)	3%	-3%	-1%	8%	0%	-7	7%	-1%	2%
Cc1nnc(NC(=O)c2sc3nc(-c4cccs4)cc(C(F)(F)F)c3c2N)s1	35µM*	u	-9%	6.3µM*	u	-6	28µM*	-13%	-9%
COC(=O)c1ccc(NC(=O)COC(=O)C2=NN(c3ccccc3)C(=O)CC2)cc1	x	x	-6%	-10%	-4%	-2	2%	x	-13%
COC(=O)c1ccc(NC(=O)COc2ccc([N+](=O)[O-])cc2)cc1	u	-1%	-6%	-6%	-3%	-5	154%[activator]	1%	3%

As entered above:
COc1cccc(NC(=O)C2CCCN(S(C)(=O)=O)C2)c1 (stereo unspecified) | Apoferritin bind: -5%
COC(=O)c1ccc(NC(=O)COC(=O)C2=NN(c3ccccc3)C(=O)CC2)cc1 | GRP78 ERSR act: -6%
O=C(C[n+]1cc(Br)cc2ccccc21)c1ccc(F)cc1 | Apoferritin bind: -17%

Going on with the list:
canonical_smiles	Pol beta inh	Apoferritin bind	GRP78 ERSR act	POLH inh	Pol kappa inh	LDHA block	Pol iota inh	BLM inh	APEX1 inh
CC(C)OCCCn1c(SCc2ccccc2Cl)nc2c(sc3ccccc32)c1=O	2%	-18%	-3%	2%	3%[60.1 µM]	-5	4%	-1%	x
CCOCCCNCC(=O)Nc1ccc(S(=O)(=O)NC(C)CC)cc1 (stereo unspecified)	8%	-11%	-5%	-21%	-12%	-21	136%[activator]	1%	0%
O=C(CCC(=O)N1CCN(S(=O)(=O)c2ccc(Cl)cc2)CC1)Nc1ccc2ccccc2c1	20%	-11%	-3%	-21%	-8%	6	-9%	-2%	-11%
CCOCCCNC(=O)C(NC(=O)c1cnccn1)c1ccc(C)cc1 (stereo unspecified)	u	-14%	-5%	3%	-12%	-3	19%	-3%	26%
CCn1cc(S(=O)(=O)N2CCCC2)cn1	4%	-2%	3%	-3%	-18%	-3	21%	-2%	3%
O=c1cc(N2CCC3(CC2)OCCO3)[nH]c(=O)n1C1CCCCC1	1%	-2%	-2%	-4%	-4%	5	-11%	1%	5%
Cc1ccc(C2CC2c2n[nH]c(=S)n2-c2ccc(Cl)cc2)cc1 (stereo unspecified)	0%	-20%	3%	-16%	-5%	2	21%	-5%	4%
O=C(O)c1[nH]c2ccccc2c1CC(=O)N1CCN(c2ccccc2)CC1	11%	-1%	3%	4%	-14%	-8	10%	0%	1%
CC(O)CCCCCCC/C=C/C=C/C(N)=O (stereo unspecified)	x	-21%[15.3 µM]	-5%	x	x	x	x	2%[12.4 µM]	0%[12.4 µM]
CCOC(=O)/C(=N\Nc1ccc(OC)cc1)c1csc(Nc2ccccc2)n1	3%	u	3%	-2%	-14%	2	-11%	-18%	-2%
Cc1csc2ncc(C(=O)Nc3ccccc3Cl)c(=O)n12	1%	-3%	3%	u	-2%	-8	21%	-2%	-1%
COc1ccc(CNC(=O)C2CCN(S(=O)(=O)c3ccc4c(ccn4C)c3)CC2)cc1	22%	0%	1%	-8%	3%	-4	23%	-4%	x
COc1ccccc1CNC(=O)C1Cc2cc(S(=O)(=O)N3CCCC3)ccc2N1C(C)=O (stereo unspecified)	2%	-11%	-4%	-10%	9%	-1	29%	-3%	63%[activator]
O=C(Nc1ccc(Cl)cc1Cl)c1ccc2c(=O)n3c(nc2c1)CCC3	x	x	-1%	-18%	-9%	-7	29%	x	9%
CCCNC(=O)NNC(=O)c1cc(-c2ccc3c(c2)OCO3)nc2ccccc12	-15%	-18%	-2%	u	-12%	1	11%	0%	44%
COCCCNC(=O)c1ccc(NC(=O)N2CCCCc3ccccc32)cc1	-8%	-11%	0%	2%	-5%[60.1 µM]	-9	6%	3%	x
CN1C(=O)c2cccc(NC(=O)Cc3ccccc3)c2C1=O	14%	-2%	-1%	-1%	-10%	-6	7%	-7%	-4%
O=C(Nc1ccc(Br)cc1)c1csc(-c2ccncc2)n1	7%	-14%	1%	0%	1%	-3	63%[activator]	-12%	5%
Cc1nc(Oc2ccccc2)c2oc3ccccc3c2n1	-14%	-11%	-1%	7%	-6%	-1	19%	-1%	-2%
CCN(CC(=O)Nc1ccc(OC)cc1)CC(=O)Nc1sc2c(c1C(=O)OC)CCCC2	x	x	-2%	-16%	5%	0	-2%	x	-2%

Complete entries, looked up by structure.
COCCCNC(=O)c1ccc(NC(=O)N2CCCCc3ccccc32)cc1 across the screens: Pol beta inh: -8%; Apoferritin bind: -11%; GRP78 ERSR act: 0%; POLH inh: 2%; Pol kappa inh: -5%[60.1 µM]; LDHA block: -9; Pol iota inh: 6%; BLM inh: 3%; APEX1 inh: x
CCN(CC(=O)Nc1ccc(OC)cc1)CC(=O)Nc1sc2c(c1C(=O)OC)CCCC2 across the screens: Pol beta inh: x; Apoferritin bind: x; GRP78 ERSR act: -2%; POLH inh: -16%; Pol kappa inh: 5%; LDHA block: 0; Pol iota inh: -2%; BLM inh: x; APEX1 inh: -2%

The list goes on:
canonical_smiles	Pol beta inh	Apoferritin bind	GRP78 ERSR act	POLH inh	Pol kappa inh	LDHA block	Pol iota inh	BLM inh	APEX1 inh
CCc1c(C)nc2ncnn2c1Nc1ccc(C)c(C)c1	5%	-1%	-2%	-3%	1%	2	u	3%	-1%
CCN(c1ccccc1)S(=O)(=O)c1cc(C(=O)NCC(c2ccco2)N2CCCCC2)ccc1C (stereo unspecified)	x	x	-5%	u	-15%	-5	u	x	-5%
Cc1cc(SCC(=O)NC2CC2)nc2ccccc12	x	x	-1%	-17%	-10%	-5&-1	60%[activator]	x	16%
CCC(CC)C(=O)c1c[nH]c(C(=O)NCCc2ccccn2)c1	23%	-13%	-3%	-8%	-5%	-9	15%	1%	-4%
Cc1ccc(Cn2cc(SCC(=O)Nc3nccs3)c3ccccc32)cc1	12%	-3%	-2%	-10%	-11%	-9	-28%	-2%	-6%
O=C(COc1coc(CN2CCc3ccccc32)cc1=O)Nc1ccccc1	x	x	-4%	-1%	-5%	0	22%	x	-4%
CSc1ccc(CCNC(=O)CN2C(=O)COc3ccc(S(=O)(=O)N4CCCC4)cc32)cc1	-22%	250%[activator]	4%	-10%	-17%	-2	-3%	-1%	x
O=C1COc2cc(S(=O)(=O)CCC(=O)NC3CCCCC3)c(Cl)cc2N1	2%	94%[activator]	-4%	2%	-14%	-3	-23%	-14%	x
CCn1c(N2CCN(C(=O)C34CC5CC(CC(C5)C3)C4)CC2)nc2ccccc21	-13%	9%	-5%	-7%	-18%	7	u	-3%	15%
Cc1ccc(CN2CC(C(=O)NCC(=O)Nc3c(C)cccc3C)CC2=O)cc1 (stereo unspecified)	x	x	-4%	-14%	-6%	-5	-4%	x	29%
O=C(N/N=C/c1c(Cl)cccc1Cl)c1ccc(-n2cnnn2)cc1	x	x	-5%	-20%	2%	-5	32%	x	18%
CCN(CCCn1c(=S)[nH]c2ncccc2c1=O)c1ccccc1	19%	-13%	-6%	4%	-7%	-6	0%	-2%	-3%
O=C(CNS(=O)(=O)Cc1ccccc1)NCc1ccccc1	12%	0%	6%	-15%	1%	-2	37%[activator]	-8%	23%
Fc1cnc(N/N=C/c2ccc(-c3ccc(Br)cc3)o2)nc1N1CCOCC1	u	-6%	-3%	-7%	-4%	0	49%	-11%	0%
Cc1ccc(C(=O)NC(C)c2ccc(F)cc2)cc1 (stereo unspecified)	-2%	-3%	-1%	-15%	-12%	-2	3%	3%	2%
O=C(Nc1cccc(C(F)(F)F)c1)c1cccnc1N1CCOCC1	15%	-12%	1%	-21%	-4%	-11	8%	-10%	14%
COC(=O)C1=C(C)N(CC2CC2)C(=NCc2cccc(C(F)(F)F)c2)N[C@H]1c1ccccc1	-12%	-3%	1%	u	2%	0	43%[activator]	-1%	3%&-3%
